# TSG101-PTAP inh – blocks PTAP/TSG101 interaction to inhibit HIV-1 budding. Q99816. Fluorescence polarization, FITC-PTAP peptide / Tsg101 binding. Potency, µM (titrated, usually from 115 µM), for inactives: top-dose activity change, negative = inhibition, usual class: inhibitors. 340,000 tested, under 10 active. AID 493005; active = well fitted inhibition curve with a large enough effect in the main read-out, with a control signal flat, not every such curve was filed as active; inconclusive = small, poorly fitted or top-dose-only effect, or effect the other way, or a change in a side signal; inactive = no such curve, though single readings can be large or run the other way; note: potency is the fitted concentration of half-maximal effect; % of control where 0% means no effect
#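 Compounds were pin-transferred onto Tsg101 binding domain (10 uM final) in HEPES pH 7.5 buffer, then FITC-PTAP peptide was added at 50 nM final. After 20 min at RT, polarization reported peptide displacement across a qHTS concentration series.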
# MLL CXXC-DNA inh – inhibitors of human MLL CXXC domain-DNA interaction | Q03164 | MLL-CXXC / FITC-HOXA9 DNA fluorescence polarization | Potency, µM (doses to about 115 µM), without a hit: at the highest dose activity change, negative = inhibition, hits mostly inhibitors | actives 0.037% (n = 290,000); active = well fitted inhibition curve with a large enough effect in the polarisation, with a control signal flat, not every such curve was filed as active; inconclusive = small, poorly fitted or top-dose-only effect, or effect the other way, or a change in a side signal; inactive = no such curve, though single readings can be large or run the other way; the % refers to the polarisation; note: potency is the fitted concentration of half-maximal effect
#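 Steps: dispense CXXC domain solution (7 uM) → pin compounds or unlabeled HOX-A9 DNA control → 5 min ambient → add FLSN-HOX-A9 solution (50 nM) → spin → 30 min ambient → fluorescence polarization. Tris pH 7.5/NaCl/DTT/BSA buffer.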
# p53 reactivation – mutant p53 re-activation in reporter cells | AID 504706 | Potency, µM (doses to about 92.2 µM), without a hit: at the highest dose activity change, positive = activation, most hits filed as activators | H1299 p53-A138V BP100-luciferase reporter, luminescence, 24 h | actives 0.063% (n = 320,000); note: potency is the fitted concentration of half-maximal effect; % of control where 0% means no effect; nearly all actives have a fitted effect of over 45% in size
#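 p53-null H1299 cells stably carrying temperature-sensitive p53-A138V and a BP100-luciferase reporter were pinned with compounds (4-point, 1:5 series) and held 24 hrs at 37 deg C. Luminescence was read 10 min after detection reagent.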
# a7 integrin act – activates integrin-mediated alleviation for muscular dystrophy | AID 624291 | actives 0.064% (n = 350,000) | Potency, µM (doses to about 38.3 µM), for inactives: top-dose activation, usual class: activators | alpha7betagal myoblasts, beta-gal FDG fluorescence, 48 h;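 note: potency is the fitted concentration of half-maximal effect; 100% = response of the positive control SU9516; nearly all actives have a fitted effect of over 60% in size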
#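 Alpha7betagal+/- myoblasts (passage 13) were plated 16-24 hr, then exposed to compounds (1:260 dilution of DMSO stock) for 48 hours at 37C. After MPER lysis, β-galactosidase reporter activity was read as FDG fluorescence (ex 480/em 540) after 30 minutes.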
# TCR activator – T cell receptor activation; primary human leukocytes, anti-CD3, IL-2 HTRF, 48 h; Potency, µM (highest dose often 9.22 µM), for the others: at the highest dose activation of IL-2 secretion, hits mostly activators; 330,000 tested, under 10 active; AID 504894; note: % of control where 0% means no effect
#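 48 hr co-incubation of compounds, a-CD3 beads and primary human leukocytes; IL-2 quantified homogeneously by HTRF with anti-IL-2 K and d2 conjugates.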
# ELG1 DNA repair – ELG1-dependent DNA repair inhibition; HEK293T ELG1-luciferase reporter, luminescence, 16 h; DNA damage induced by 5-fluorouridine; Potency, µM (titrated, usually from 46.1 µM), for inactives: top-dose activity change, negative = inhibition, hits mostly inhibitors; actives 2.3% (n = 330,000); AID 504467; note: potency is the fitted concentration of half-maximal effect; % is set by controls: 0 for no effect and ±100 for the full control effect; nearly all actives have a fitted effect of over 55% in size
#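 Overnight (16 hr) co-exposure of 2,000 cells/well to 5-fluorouridine and compound at 37 °C preceded detection. Luciferase was quantified via ONE-Glo luminescence; loss of signal denotes inhibition.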
# TRPV1 agonist – agonists of human vanilloid receptor 1 (TRPV1) | Q8NER1 | TRPV1-expressing cells, Fluo-8 calcium influx, agonist mode | activation, % at 8.33 µM | actives 0.19% (n = 320,000); in the data active = activation above about 80%; inconclusive = between about 30% and that limit; note: 0% is about no effect
#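 Fluo-8 calcium influx in TRPV1-expressing cells, kinetic read (ex 480/em 520 nm). Compound added and read 3 min for agonist activity, followed by capsaicin at EC20 final and 2 min further read for enhancement.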
# BRCA1 expr up – activators of BRCA1 expression. MCF7-BRCA1-FFLuc reporter, luminescence, 48 h; response scale: scaled: vehicle 0%, 10 µM genistein 100%. Potency, µM (highest dose often 46.1 µM), without a hit: top-dose activation, most hits filed as activators. actives 1.1% (n = 380,000). AID 624202; note: potency is the fitted concentration of half-maximal effect; nearly all actives have a fitted effect of over 80% in size; some results filed as inactive show a strong effect at the top dose
#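 MCF7-BRCA1-FFLuc, 2000 cells/well; 2 h attach, 37 °C/5% CO2; compound 48 h; luciferase substrate 15 min; luminescence end-point. Norm. to genistein 10 microM max activation and DMSO; concentration-response curves fitted.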
# AT treatment – potential ataxia-telangiectasia treatment; Potency, µM (highest dose often 57.5 µM), inactives show at the highest dose activation, actives largely listed as activators; actives 0.19% (n = 320,000); […] A-T fibroblasts, KAP-1 phosphorylation AlphaLISA; neocarzinostatin DNA damage 30 min before lysis; note: potency is the fitted concentration of half-maximal effect; % of control where 0% means no effect; nearly all actives have a fitted effect of over 45% in size
#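 hTERT-immortalized A-T patient fibroblasts ([…]), 500 cells/well in OPTI-MEM, 1% FBS, got compounds for 60 min, then NCS for 30 min at 37C. Lysates were then assayed for phospho-KAP-1 by AlphaLISA (anti-pKAP1 donor, anti-KAP1 acceptor beads), 6 hr at 25C.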
# B2AR arrestin – beta2AR (human) beta-arrestin recruitment activity | P07550 | beta-arrestin recruitment to beta2AR, cell-based reporter | Potency, µM (titrated, usually from 46.1 µM), inactives show at the highest dose activation, most hits filed as activators | actives 0.02% (n = 330,000) | AID 492947;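 note: potency is the fitted concentration of half-maximal effect; 0% = DMSO controls and full agonism = EC100 isoproterenol or metaproterenol; nearly all actives have a fitted effect of over 65% in size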
# * hit, by the source's call; ? = inconclusive; / = not tested or not shown; [ ] = remark or other dose. Unless noted, calls come from the whole dose curve; as a rule, active = well fitted curve in the direction sought with a large enough effect; inconclusive = small, poorly fitted or top-dose-only effect, or another doubt; inactive = no such curve, though single readings can be large; an effect the other way counts as inactive or inconclusive.
SMILES,TSG101-PTAP inh,MLL CXXC-DNA inh,p53 reactivation,a7 integrin act,TCR activator,ELG1 DNA repair,TRPV1 agonist,BRCA1 expr up,AT treatment,B2AR arrestin
CCCCOc1ccc(C(=O)Nc2ccc(S(=O)(=O)Nc3cc(C)on3)cc2)cc1OC,-12%,-9%,-1%,1%,2%,?,1,12%,10%,0.5%
CC(C)(C)C(=O)/C=c1\[nH]c(=O)/c(=C\c2ccccc2F)s1,0%,11%,0%,0%,-6%,-19%,29,-53%,-8%,-0.3%
COc1ccc(CCN2CC(C(=O)OCC(=O)N(C)Cc3ccccc3)CC2=O)cc1OC (stereo unspecified),-2%,/,1%,22%,-1%,-3%,1,-12%,6%,-0.9%
Cc1nc(N2CCc3ccccc3C2)[nH]c(=O)c1Cc1ccccc1,0%,0%,1%,-16%,0%,-2%,-4,1%,8%,0.2%
COc1cc2cc(CN(Cc3cccs3)C(=S)Nc3ccc(C)cc3)c(=O)[nH]c2cc1OC,-1%,-9%,-3%,?,-4%[46.1 µM],5.2µM*,-9,-42%,/,-1.2%
COc1ccccc1NC(=S)N1CCN(C(=O)C2CCCO2)CC1 (stereo unspecified),-5%,-3%,-2%,38%,-30%,6%,-4,2%,3%,-0.1%
O=C(CN1C(=O)NC2(CCCC2)C1=O)Nc1nc2ccc(F)cc2s1,-2%,/,20%,-18%,4%,?,9,-20%,2%,-0.3%
COc1cccc(/C=N/n2cnc3ccccc32)c1OC,-1%,11%,?,19%,1%,?,9,?,4%,-0.2%
COc1cc(NC(=O)c2cc3c(=O)n(C)c4ccccc4c3n2C)cc(OC)c1OC,-3%,2%,-1%,6%,7%,4%,2,1%,-4%,-0.3%
COc1ccc(C(=O)[C@H]2[C@H]3C(=O)N(c4ccccc4)C(=O)[C@H]3C3C=CC=NN32)cc1 (stereo partly specified),2%,14%,9%,13%,4%,21%,-1,15%,15%,-0.1%
Cc1nc2c(Cl)cccc2[nH]1,-9%,10%,-6%,-1%,3%,20%,0,5%,-1%,0.0%
COc1ccc2c(-c3ccccc3)cc(SCC(=O)N(C)C3CCS(=O)(=O)C3)nc2c1 (stereo unspecified),-1%,2%,-26%,-31%,-10%[46.1 µM],?,19,-32%,10%,-1.9%
FC(F)(F)c1ccc(C2[C@H]3CN(Cc4ccc(-c5ccccc5)cc4)[C@H](c4ccccc4)C34CC2(c2ccccc2)C4)cc1 (stereo partly specified),4%,22%,4%,0%,-1%,-1%,1,4%,-6%,-0.5%
CN(C)c1nc(N)nc(CSc2nnnn2-c2ccccc2)n1,-5%,13%,-15%,25%,4%,-10%,-4,14%,4%,0.2%
Cc1ccc([N+](=O)[O-])cc1NC(=O)CSc1nncn1-c1ccccn1,-4%,3%,0%,0%,0%,-3%,-5,-19%,-2%,-0.1%
COc1cccc(CNC(=O)C2CCCN(S(=O)(=O)c3c(C)noc3/C=C/N(C)C)C2)c1 (stereo unspecified),-2%,2%,-5%,36%,0%,-1%,-1,-1%,22%,0.1%
O=C(Nc1ccc(C2SCCS2)cc1)c1ccccc1,-3%,-21%,16%,-10%,-4%,?,86*,?,-6%,4.1%
O=C1CCC(=O)N1OCCOc1ccc2c(c1)CCC2,-3%,2%,16%,-14%,-3%,?,-2,0%,4%,0.1%
COc1ccc(C(=O)Cc2ccc(F)cc2)c(OC)c1,-1%,-1%,?,0%,1%[46.1 µM],?,10,?,6%,-0.6%
O=c1c2ccccc2sc2ccc(Cl)cc12,-2%,2%,?,?,-5%[46.1 µM],?,1,6%,5%,-0.3%

# The list goes on (2 carried over from the part before).
SMILES,TSG101-PTAP inh,MLL CXXC-DNA inh,p53 reactivation,a7 integrin act,TCR activator,ELG1 DNA repair,TRPV1 agonist,BRCA1 expr up,AT treatment,B2AR arrestin
COc1ccc(C(=O)Cc2ccc(F)cc2)c(OC)c1,-1%,-1%,?,0%,1%[46.1 µM],?,10,?,6%,-0.6%
O=c1c2ccccc2sc2ccc(Cl)cc12,-2%,2%,?,?,-5%[46.1 µM],?,1,6%,5%,-0.3%
CCC(CO)Oc1cc(NC(=O)c2ccc(C)cc2)c2ncn(C(C)C)c2c1 (stereo unspecified),0%,/,/,4%,1%,?,28,-3%,/,-0.1%
CC1CN(Cc2ccccc2)C(=S)N(c2ccccc2)C1=O (stereo unspecified),-8%,/,/,3%,-3%,/,/,-3%,/,/
O=C(Nc1cccc2ccccc12)N(CCO)C1CCS(=O)(=O)C1 (stereo unspecified),-6%,-10%,10%,23%,-1%,7%,3,-11%,3%,-0.1%
CN(c1ccc(C(=O)N2CCOCC2)cc1[N+](=O)[O-])C1CCCCC1,/,4%,?,-9%,/,?,?,55%,-10%,0.2%
CC1(C)Nc2ccccc2C(=O)N1c1ccc(Br)cc1,-1%,/,/,-1%,-4%,/,/,?,/,/
Nc1ncc(S(=O)(=O)c2ccc([N+](=O)[O-])cc2)s1,-2%,/,/,-26%,-3%,/,/,-56%,/,/
COc1ccc(O[C@H]2C=C[C@@H](c3ccccc3)O[C@@H]2COC(=O)CC/C(C)=N/OC[C@@H](O)COCc2ccco2)cc1,/,-1%,5%,/,/,?,3,/,11%,2.5%
Cc1cccc(CS(=O)(=O)Cc2ccc(C(=O)NCc3ccccc3)o2)c1,-2%,3%,-5%,10%,0%,?,6,6%,-2%,-0.2%
CCOC(=O)C1CCCN(C(=O)c2ccc(Cn3c(=S)[nH]c4cc(C(=O)OC)ccc4c3=O)cc2)C1 (stereo unspecified),-2%,-3%,0%,-17%,/,?,-1,-20%,1%,-0.2%
O=C(N/N=C/c1cc([N+](=O)[O-])ccc1O)c1cccc2ccccc12,/,?,-5%,/,/,?,-1,/,-7%,-0.3%
CCn1cc([N+](=O)[O-])c(C(=O)N2N=C(c3ccc(Cl)c(Cl)c3)CC2c2ccccc2O)n1 (stereo unspecified),1%,-9%,-6%,-21%,10%,?,2,-69%,-7%,0.1%
CCc1ccc(OCCCC(=O)Nc2ccc(N3CCCCC3)cc2)cc1,-8%,0%,-1%,18%,1%,?,-3,12%,-2%,0.2%
O=C1c2ccccc2S(=O)(=O)c2cc(C(=O)N3CCC(C(=O)N4CCCCC4)CC3)ccc21,-6%,/,/,3%,4%,/,/,-10%,/,/
O=C(NC1CCCC1)c1ccc(Br)s1,-10%,3%,9%,14%,-16%,?,0,28%,0%,0.1%
Cc1cccc(C)c1NC(=O)C1(N(Cc2ccco2)C(=O)CC2NC(=O)NC2=O)CCCCC1 (stereo unspecified),-7%,2%,-3%,8%,0%,16%,1,-2%,0%,-0.2%
CC(CN1CCCCC1)OC(=O)c1cccc(F)c1 (stereo unspecified),-2%,-2%,15%,34%,0%,6%,2,17%,6%,-0.5%
CSc1sc(C(=O)N(C)C)c2c1S(=O)(=O)N(C)c1ccccc1-2,-2%,-11%,-4%,-3%,10%,-4%,-3,1%,2%,0.3%
O=C1NCC(COc2ccc([N+](=O)[O-])cc2)O1 (stereo unspecified),-3%,17%,3%,-4%,-2%,18%,-2,15%,9%,-0.3%
N#C/C(=C(/O)CN1CCN(c2ccccc2F)CC1)c1nc(-c2ccccc2)cs1,-2%,4%,3%,-2%,2%,-12%,2,-27%,-5%,-0.3%
CC1(C)Cc2c(sc(NC(=O)c3ccc(C(=O)c4ccccc4)cc3)c2C(N)=O)C(C)(C)N1,-1%,?,-50%[inhibitor],-56%[inhibitor],2%,?,9,-63%,36%,-1.3%
CCNc1nc(NCC)nc(SCC(C)=O)n1,4%,-4%,-3%,6%,2%,0%,2,-14%,-3%,0.1%

# In the list so far, these have fluorine.
SMILES,TSG101-PTAP inh,MLL CXXC-DNA inh,p53 reactivation,a7 integrin act,TCR activator,ELG1 DNA repair,TRPV1 agonist,BRCA1 expr up,AT treatment,B2AR arrestin
CC(C)(C)C(=O)/C=c1\[nH]c(=O)/c(=C\c2ccccc2F)s1,0%,11%,0%,0%,-6%,-19%,29,-53%,-8%,-0.3%
O=C(CN1C(=O)NC2(CCCC2)C1=O)Nc1nc2ccc(F)cc2s1,-2%,/,20%,-18%,4%,?,9,-20%,2%,-0.3%
FC(F)(F)c1ccc(C2[C@H]3CN(Cc4ccc(-c5ccccc5)cc4)[C@H](c4ccccc4)C34CC2(c2ccccc2)C4)cc1 (stereo partly specified),4%,22%,4%,0%,-1%,-1%,1,4%,-6%,-0.5%
COc1ccc(C(=O)Cc2ccc(F)cc2)c(OC)c1,-1%,-1%,?,0%,1%[46.1 µM],?,10,?,6%,-0.6%
CC(CN1CCCCC1)OC(=O)c1cccc(F)c1 (stereo unspecified),-2%,-2%,15%,34%,0%,6%,2,17%,6%,-0.5%
N#C/C(=C(/O)CN1CCN(c2ccccc2F)CC1)c1nc(-c2ccccc2)cs1,-2%,4%,3%,-2%,2%,-12%,2,-27%,-5%,-0.3%

# From PubChem
